# Bioassay records: PubChem BioAssay, National Center for Advancing Translational Sciences (NCATS)
# GAA inhib – qHTS Assay for Inhibitors of Human alpha-Glucosidase as a Potential Chaperone Treatment of Pompe Disease | Lysosomal alpha-glucosidase (Homo sapiens), P10253 | purified human GAA, 4-MU-alpha-glucoside fluorescence | Potency, µM (highest dose often 76.9 µM), for the others: at the highest dose activity change, negative = inhibition, hits mostly inhibitors | actives 0.005% (n = 200,000) | AID 1466, 2008;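 also: plate controls were uninhibited enzyme wells for no effect and no-enzyme background for full effect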
#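 Compounds are titrated up to 77 uM against 4 nM human enzyme. Substrate 4-methylumbelliferyl-alpha-D-pyranoside (400 uM) reacts 20 min at room temperature in pH 5.0 buffer; liberated 4-methylumbelliferone is read at 440 nm.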
# HTT ATP protect – qHTS Multiplex Assay to Identify Dual Action Probes in a Cell Model of Huntington: Cytoprotection (ATP); Potency, µM (series often up to 56.4 µM), without a hit: cytoprotection (ATP increase), hits mostly activators; actives 0.14% (n = 230,000); PC12 HTT-Q103 induced, cytoprotection, ATP luminescence, 40 h; AID 1471, 2008;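 also: % of control where 0% means no effect; nearly all actives have a fitted effect of over 45% in size; toxic huntingtin expression switched on by the ecdysone agonist tebufenozide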
#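 Compounds were screened for protection of PC12 cells against cell death after tebufenozide induction (100 nM final) of mutant Huntingtin exon 1 (Q103) fused to GFP.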
# GLA spleen mod – qHTS Assay for Inhibitors and Activators of Human alpha-Galactosidase From Spleen Homogenate; human spleen homogenate, 4MU-alpha-Gal fluorescence, 40 min; Potency, µM (series often up to 80 µM), for the others: top-dose activity change, negative = inhibition, most hits filed as inhibitors; actives 0.008% (n = 240,000);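 also: 0% = enzyme with vehicle and -100% = no enzyme basal signal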
# Target sequence (P06280 32-429 limits assumed): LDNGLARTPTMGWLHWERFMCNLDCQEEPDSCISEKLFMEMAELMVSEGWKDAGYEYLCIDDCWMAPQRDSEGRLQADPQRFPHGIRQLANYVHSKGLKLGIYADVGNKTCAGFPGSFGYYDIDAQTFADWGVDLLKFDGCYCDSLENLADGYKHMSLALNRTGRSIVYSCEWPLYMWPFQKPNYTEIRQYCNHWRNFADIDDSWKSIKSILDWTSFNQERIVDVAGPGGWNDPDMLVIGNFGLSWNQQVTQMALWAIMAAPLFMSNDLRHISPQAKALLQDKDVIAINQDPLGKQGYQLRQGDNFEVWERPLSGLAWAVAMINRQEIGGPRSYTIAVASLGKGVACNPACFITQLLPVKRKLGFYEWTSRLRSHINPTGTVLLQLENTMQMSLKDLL
#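 Human spleen homogenate (1 ug) as enzyme source, 4-methylumbelliferyl-alpha-D-galactopyranoside 1 mM final, citrate/phosphate pH 5.0 with 0.01% Tween-20. Compounds 40 min at 37C, NaOH/glycine stop; fluorescence Ex 365/Em 440, Hill-fit AC50.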
# Tau fluor counter – Counterscreen qHTS for Inhibitors of Tau Fibril Formation, Fluorescence Polarization. tau K18 P301L Alexa594 fluorescence, heparin fibrillization. Potency, µM (highest dose often 57.7 µM), without a hit: at the top dose activity change, negative = decrease. actives 0.93% (n = 280,000); also: % is scaled to controls: 0 for no effect and ±100 for the full control effect; nearly all actives have a fitted effect of over 55% in size
#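 Human tau K18 P301L (15 uM unlabeled, 0.24 uM Alexa 594-labeled) in 100 mM sodium acetate pH 7 with 20 uM heparin, 6 hr at 37 C. ThT 30 uM added, 1 hr ambient; Alexa 594 FP and total fluorescence read at 555/632 nm.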
# Tau fibril ThT – qHTS for Inhibitors of Tau Fibril Formation, Thioflavin T Binding; Potency, µM (series often up to 57.4 µM), for the others: at the top dose activity, negative = inhibition, actives largely listed as inhibitors; actives 2.1% (n = 270,000); recombinant tau K18 P301L, heparin-induced fibrillization, ThT fluorescence; also: % is scaled to controls: 0 for no effect and ±100 for the full control effect; nearly all actives have a fitted effect of over 55% in size
# Target sequence (P10636 561-689 P618L limits assumed): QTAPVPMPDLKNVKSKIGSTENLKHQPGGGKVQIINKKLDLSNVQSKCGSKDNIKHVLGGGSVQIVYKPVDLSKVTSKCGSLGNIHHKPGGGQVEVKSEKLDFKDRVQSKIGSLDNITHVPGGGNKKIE
#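 Using a mix of unlabeled (15 uM) and Alexa 594-labeled (0.24 uM) tau K18 P301L, heparin-triggered fibrillization over 6 hr at 37 C was scored by ThT fluorescence.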
# GAA glycogen mod – qHTS Assay for Inhibitors and Activators of Human alpha-Glucosidase Cleavage of Glycogen | Potency, µM (titrated, usually from 76.4 µM), for inactives: at the highest dose activity change, negative = inhibition, usual class: inhibitors | actives 0.38% (n = 300,000) | Lysosomal alpha-glucosidase (Homo sapiens), P10253 | recombinant GAA, glycogen substrate, Amplex Red glucose oxidase fluorescence;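 also: 0% = full enzyme reaction and -100% = no-enzyme basal signal; the screen sought inhibitors and activators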
#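 qHTS, 1536-well; enzyme 4 nM final; cpd up to 77 uM; substrate bovine liver glycogen 30 ug; 50 mM citrate/phosphate pH 5.0, 0.01% Tween-20; 37 C, 40 min; Amplex Red detection 45 min RT; Hill fit → AC50.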
# Tau fibril FP – qHTS for Inhibitors of Tau Fibril Formation, Fluorescence Polarization. Microtubule-associated protein tau (Homo sapiens), P10636. K18 P301L tau heparin fibrillization, Alexa594 FP, 6 h. Potency, µM (highest dose often 57.7 µM), for the others: top-dose activity, negative = inhibition, actives largely listed as inhibitors. actives 0.39% (n = 280,000); also: % is scaled to controls: 0 for no effect and ±100 for the full control effect; nearly all actives have a fitted effect of over 55% in size
#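 Quantitative HTS format: compounds meet 15 uM recombinant K18 P301L tau and Alexa 594-tau tracer in 100 mM sodium acetate pH 7; 20 uM heparin triggers fibrillization at 37 C over 6 hr; FP gives the signal.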
# aGlu spleen mod – qHTS Assay for Inhibitors and Activators of Human alpha-Glucosidase From Spleen Homogenate; human spleen homogenate, 4-MU-alpha-glucoside fluorescence; actives 0.006% (n = 240,000); Potency, µM (series often up to 79.9 µM), inactives show at the top dose activity change, negative = inhibition, hits mostly inhibitors; AID 2112, 2009;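 also: 0% = enzyme with vehicle and -100% = no enzyme basal signal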
#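 Human spleen homogenate (1 ug) with 4-methylumbelliferyl-alpha-D-glucopyranoside (1 mM final) in 50 mM citrate/phosphate pH 5.0, 0.01% Tween-20; 40 min at 37 C. Stopped at pH 10; 4-MU fluorescence Ex 365/Em 440 nm; AC50 by Hill fit.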
# Starred values were filed as active, the others as inactive; ? = inconclusive; nt = no result given; & = joins results of further samples; [ ] = dose if it differs, or a comment. Calls follow the shape of the dose curve; as a rule, active = well fitted curve in the direction sought with a large enough effect; inconclusive = small, poorly fitted or top-dose-only effect, or another doubt; inactive = no such curve, though single readings can be large; an effect the other way counts as inactive or inconclusive. Potency is read from the fitted curve at half-maximal effect.
SMILES | HTT ATP protect | Tau fluor counter | Tau fibril ThT | GAA glycogen mod | Tau fibril FP | GLA spleen mod | aGlu spleen mod | GAA inhib
Cc1nn2cc(-c3ncc(C(F)(F)F)cc3Cl)cnc2c1Br | -8%[10 µM] | -5% | -5% | 4% | 2% | -8% | 2% | -4%
CCOC(=O)c1csc(NC(=O)CC2CCCC2)n1 | 22%[10 µM] | -6% | -7% | 2% | -3% | -8% | -1% | -2%
C=CCn1cnc2c(c1=O)c1nc3ccccc3nc1n2/N=C/c1ccccn1 | 2% | -8% | -12% | -3% | -2% | -12% | -6% | 7%
Cc1ccc(-c2nc(N)c3c(-c4ccc(C)cc4)nn(C(C)(C)C)c3n2)cc1 | -9%[10 µM] | 5% | 1% | 2% | 11% | -6% | -1% | 0%
O=C(CN1CCCC1)Nc1c(C(=O)C2CC2)oc2ccccc12 | -6%[10 µM] | -8% | -10% | 1% | 2% | -3% | -4% | nt
COC(=O)c1ccc(NCCc2csc(-c3ccc(C)cc3)n2)c([N+](=O)[O-])c1 | 0%[10 µM] | -11% | ? | -2% | -8% | -2% | -3% | 7%
O=C(O)c1ccc(Cn2cc(Cl)cn2)cc1 | -2%[0.074 µM] | 2% | -9% | -1% | 6% | -2% | 2% | 2%
O=S1(=O)CCN(Cc2ccccn2)CC1 | 10%&13%[10 µM] | 5% | -7% | 5% | 5% | 2% | -1% | nt
CCOc1ccc(C(=O)Nc2cccc3ncccc23)cc1Br | -12% | -9% | -8% | 27% | 1% | 0% | 9% | 3%
Cc1ccc2c(c1)Cc1c(nc(-c3ccc(Cl)cc3)nc1SCC(=O)N1CCCCC1)O2 | nt | -7% | -4% | -9%[76.3 µM] | 7% | nt | nt | nt
Cc1cc(-c2[nH]nc3c2C(c2ccc(Cl)cc2)C(C#N)=C(N)O3)c(C)s1 (configuration not stated) | -7%[10 µM] | ? | ? | -12% | -6% | 5% | 7% | -2%
CC(C)(CNC(=O)c1sc2cc(F)ccc2c1Cl)N1CCOCC1 | 1%[10 µM] | 3% | -1% | -8% | 13% | -6% | -4% | -13%
COc1ccc2cc(C(=O)C3CCCN(C(=O)c4cc5nc(C)cc(C)n5n4)C3)ccc2c1 (configuration not stated) | 3% | -1% | -12% | 12% | 10% | 8% | -1% | -3%
CCN(CC)C[C@@H](O)CN1CCCCc2nc(C)c(C)cc21 | 13%[10 µM] | -3%[11.6 µM] | -4%[11.5 µM] | nt | -7%[11.6 µM] | -3%[17.5 µM] | 2%[17.4 µM] | nt
COc1ccc(OCC(=O)N2CCN(C(=O)c3ccccc3)CC2)cc1 | 1% | 0% | -5% | 4% | 3% | 0% | 1% | -18%
CCOC(=O)C1CCN(C(=O)Cn2nc(C)n3c(cc4cc(C)ccc43)c2=O)CC1 | nt | -14% | -11% | -1%[76.3 µM] | -8% | nt | nt | nt

# Part of the list above, showing only aGlu spleen mod and GAA glycogen mod.
SMILES	aGlu spleen mod	GAA glycogen mod
CCN(CC)C[C@@H](O)CN1CCCCc2nc(C)c(C)cc21	2%[17.4 µM]	nt
COc1ccc2cc(C(=O)C3CCCN(C(=O)c4cc5nc(C)cc(C)n5n4)C3)ccc2c1 (configuration not stated)	-1%	12%
O=C(CN1CCCC1)Nc1c(C(=O)C2CC2)oc2ccccc12	-4%	1%

# Carrying on:
SMILES | HTT ATP protect | Tau fluor counter | Tau fibril ThT | GAA glycogen mod | Tau fibril FP | GLA spleen mod | aGlu spleen mod | GAA inhib
COc1ccccc1NC(=O)C1=C(C)Nc2nc(-c3cccs3)nn2C1c1cccnc1 (configuration not stated) | -15% | -15% | -6% | 8% | ? | -2% | 1% | 0%[15.4 µM]
Cc1cc(S(=O)(=O)NCc2ccccc2)ccc1OCC(=O)NCC1CCCO1 (configuration not stated) | 0% | -3% | -1% | -2% | -4% | 1% | 13% | 5%
Cc1cc(C(=O)OCn2nnc3ccccc3c2=O)c(C)o1 | 1%[10 µM] | -7% | -6% | 3% | 3% | 3% | 0% | -15%
Cc1ccc(CSCCNC(=O)c2ccc(NS(C)(=O)=O)cc2)cc1 | -31%[inhibitor] | -1% | -4% | -10% | 5% | 8% | 4% | -4%
COc1ccc(N2CCN(C(=O)c3cc4c(-c5ccc(Cl)cc5)nn(C)c4s3)CC2)cc1 | -9% | -29% | -13% | 14% | ? | 9% | 5% | -24%
O=C(O)C1CC(O)CN1c1nc(Cl)ccc1[N+](=O)[O-] (configuration not stated) | -10%[10 µM] | -2% | -4% | -22% | -1% | 6% | 5% | ?
Cc1cccc(NC(=O)CSc2nnc(-c3ccc(S(=O)(=O)N4CCCC4)cc3)o2)c1 | 14%[10 µM] | -4% | 6% | 9% | -7% | 0% | -2% | -3%
CC1CCN(c2nc3ccccc3nc2N2CCC(C)CC2)CC1 | 12% | 7% | 2% | 7% | 10% | -10% | 1% | 8%
CC1CCN(C(=S)NCCc2ccccc2)CC1 | 8% | -6% | -2% | -3% | 11% | -1% | -5% | -2%
O=S(=O)(c1ccc(Nc2ccc3c(c2)OCO3)nc1)N1CCOCC1 | -1%[10 µM] | -15% | -19% | 3% | 3% | 5% | -1% | -4%
O=c1c2ccccc2nc(-c2ccc([N+](=O)[O-])cc2)n1O | -98%[inhibitor] | -4% | -9% | 5% | -6% | -8% | nt | -16%
Cc1ccc(C(=O)OCn2nnc3ccccc3c2=O)cc1[N+](=O)[O-] | -33%[inhibitor] | -21% | -1% | 1% | -10% | -7% | 2% | -5%
CCOC(=O)N1CCN(Cc2nc(Cc3cccc(C(F)(F)F)c3)no2)CC1 | 2%[10 µM] | 8% | 8% | -11% | 0% | -14% | -1% | nt
C/C(=N\Nc1nc(N)cc(Cl)n1)c1cccc([N+](=O)[O-])c1 | -5% | 0% | -8% | -5% | -1% | -10% | -9% | 1%
CN(C)c1ccc(NC(=O)c2ccc3c(c2)nnn3C)cc1 | nt | -16% | ? | 12% | -1% | 11% | 12% | 5%
CCCN(CCC)CCCNC(=O)c1cc2c(-c3ccc(Cl)cc3)nn(C)c2s1 | nt | ? | -13% | -7%[76.3 µM] | -10% | nt | nt | nt
Cc1ccc(OC(=O)c2cccc(C(=O)Oc3ccc(C)cn3)n2)nc1 | 3% | -1% | -13% | 10% | 4% | -14% | -1% | 1%
O=C(CSCCN1C(=O)c2ccccc2C1=O)Nc1ccc2ccccc2c1 | -13%[10 µM] | ? | -5% | -9% | ? | 2% | -3% | -9%
CC1=CC(C2CC(=O)N(c3ccc(C)cc3)C2=O)CC2C(=O)N(c3ccc(C)cc3)C(=O)C12 (configuration not stated) | -1%[10 µM] | 4% | -1% | 10% | 17% | 2% | 0% | 7%
CS(=O)(=O)N1CCc2cc(S(=O)(=O)N3CCN(Cc4ccc5c(c4)OCO5)CC3)ccc21 | 3%[0.074 µM] | -17% | -11% | -8% | -1% | 5% | -5% | -7%
CN(C(=O)COC(=O)/C=C/c1ccc2ccccc2n1)C1CCS(=O)(=O)C1 (configuration not stated) | 8% | -14% | ? | -3% | -5% | 2% | 4% | -2%
Cc1ccc(C(C(=O)NC2CCCCC2)N(C)Cc2ccccc2)cc1 (configuration not stated) | nt | -10% | -15% | 1%[76.3 µM] | -4% | nt | nt | nt
CCOc1ccccc1NC(=S)NCc1cccn1C | 27% | -8% | -8% | -24% | 6% | 1% | 6% | -9%
COc1cccc(CC(NC(C)=O)C(=O)NC2CCN(c3c(Cc4ccccc4)c(C)nc4ncnn34)CC2)c1OC (configuration not stated) | -4%[10 µM] | -2% | 0% | 6% | 0% | 1% | -5% | -25%
COc1cccc(NC(=O)c2ccc3c(c2)CCN3S(C)(=O)=O)c1 | nt | -11% | -6% | -1%&19%[76.3 µM] | -8% | nt | nt | nt
COC(=O)c1cc(-c2ccccc2)n(CC(=O)O)c1C | -6% | -7% | 3% | -7% | 0% | 9% | 0% | 5%
Cc1ccc(-c2nc(C(Cl)Cl)c3ccccc3n2)cc1 | -80%[inhibitor][10 µM] | -16% | nt | -4% | -10% | -21% | -12% | nt
O=C(O)Cc1ccc(NS(=O)(=O)c2ccccc2Cl)cc1 | nt | -5% | 4% | 3% | 3% | 5% | 2% | -3%
C=CCn1c(O)c(C=Nc2ccc(CN3CCCCC3)cc2)c(=O)[nH]c1=S | 12%[10 µM] | -12% | -21% | 3% | 4% | -3% | 14% | 3%[15.4 µM]
Cc1ccc2c(CSc3nc4nc(C)cc(C)n4n3)cc(=O)oc2c1 | -16% | -2% | -11% | -4% | 6% | 0% | -1% | -3%
COCCn1c(SCC(=O)Nc2cccc(OC)c2)nnc1-c1ccc(Cl)cc1 | -15% | -14% | -15% | -2% | -3% | -1% | -4% | -7%
CCCN(CCC)C(=O)CC(c1ccccc1)c1ccc(C)cc1O (configuration not stated) | -1% | -16% | -12% | 0% | 5% | -1% | 0% | ?
CN1C(=O)N(C)C2(C)CC1(C)N(C)C(=O)N2C | 6%[10 µM] | -11% | -8% | 12% | -11% | 2% | 7% | nt
Cc1nnc(SCC(=O)Nc2ncc3c(n2)CC(C)(C)CC3=O)s1 | 11% | -2% | -1% | -7% | ? | -4% | -2% | 1%
O=C(Cn1c(=O)oc2cc(S(=O)(=O)N3CCc4ccccc43)ccc21)N1CCCCC1 | 18% | -18% | -11% | -1% | 9% | 2% | -1% | 3%[15.4 µM]
CN(C(=O)COC(=O)c1c2c(nc3ccccc13)/C(=C/c1cccc([N+](=O)[O-])c1)CCC2)C1CCS(=O)(=O)C1 (configuration not stated) | -14%[1.9 µM] | -28% | -15% | 10% | 10% | -6% | -7% | -28%
